ADAM17 inh: ADAM17 inhibitors, primary screen, biochemical, QFRET. recombinant ADAM17, EDANS/DABCYL FRET peptide cleavage. inhibition, % at 6.95 µM. 0.83% of 370,000 active. Disintegrin and metalloproteinase domain-containing protein 17 (Homo sapiens), P78536;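 active = inhibition above the mean of compounds lying between control limits plus 3 SD, set per campaign, cut at about 8.5% in these data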;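 also: 0% = DMSO-only wells as the low control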
Tn7 DDE FP: inhibitors of Tn7 peptide binding to fibrin DD(E), primary screen, biochemical, fluorescence polarization, human fibrin, Tn7 probe; Fibrinogen beta chain (Homo sapiens), P02675; FP displacement of FITC-Tn7 peptide from fibrin DD(E); 0% = median of compound wells per plate; inhibition, % at 8.3 µM; 0.13% of 370,000 active; AID 720508, 2013;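 active = inhibition above the mean of compounds falling within the control limits plus 3 SD of them, cut at about 14% in these data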;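 also: 0% = plate median of compound wells and 100% = 10 µM Aha-Tn7 peptide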
Target sequence (P02675 whole entry, looked up): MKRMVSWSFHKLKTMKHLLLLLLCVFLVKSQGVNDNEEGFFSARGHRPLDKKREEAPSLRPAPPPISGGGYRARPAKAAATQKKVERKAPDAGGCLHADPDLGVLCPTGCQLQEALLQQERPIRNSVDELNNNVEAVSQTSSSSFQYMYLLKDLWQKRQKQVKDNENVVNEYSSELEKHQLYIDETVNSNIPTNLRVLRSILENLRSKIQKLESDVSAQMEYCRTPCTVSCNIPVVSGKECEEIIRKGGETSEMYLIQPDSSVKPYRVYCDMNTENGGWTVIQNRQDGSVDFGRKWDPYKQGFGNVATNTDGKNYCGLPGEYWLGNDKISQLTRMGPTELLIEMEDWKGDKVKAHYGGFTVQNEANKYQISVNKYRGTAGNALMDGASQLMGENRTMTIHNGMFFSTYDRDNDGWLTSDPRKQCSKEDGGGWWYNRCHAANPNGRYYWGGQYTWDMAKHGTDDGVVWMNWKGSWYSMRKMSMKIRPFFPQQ
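Assay system: human fibrin DD(E) protein / Input: 2 µM fibrin DD(E) / Benchmarks: high control of 10 µM Aha-Tn7 peptide / Measured by: fluorescence polarization of the labelled Tn7 tracer / Medium: Tris buffer with calcium and detergent, pH 7.8 / Timing: 10 min compound pre-incubation, 3 h probe incubation at room temperature / Repeats: one replicate per compound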
PLCg1 inh: PLC-gamma1 enzyme inhibitors, primary screen, biochemical, fluorescence, purified enzyme. 1-phosphatidylinositol 4,5-bisphosphate phosphodiesterase gamma-1 (Homo sapiens), P19174. fluorogenic substrate. inhibition, % at 12.2 µM. 0.84% of 370,000 active. AID 720700, 2013; in the data active = inhibition above about 9.5%
UHRF1 binding: UHRF1 methylated DNA binding inhibitors, primary screen, counter-screen for MBD2 inhibitor project, biochemical, TR-FRET, human UHRF1, single concentration. AID 687016, 2013. 0.75% of 370,000 active. E3 ubiquitin-protein ligase UHRF1 (Homo sapiens), Q96T88. inhibition, % at 4.4 µM. UHRF1 binding to methylated oligo; in the data active = inhibition above about 21%;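 also: UHRF1 SRA domain binding a hemimethylated CpG hairpin DNA probe; 0% = median of test compound wells and 100% = reference inhibitor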
PLCb3 inh: human PLC-beta3 inhibitors, primary screen, biochemical, fluorescence | 1-phosphatidylinositol 4,5-bisphosphate phosphodiesterase beta-3 (Homo sapiens), Q01970 | Purified PLC-beta3, fluorogenic substrate | inhibition, % at 12.2 µM | 0.18% of 370,000 active; in the data active = inhibition above about 11%;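 also: 0% = median of compound wells on plate and 100% = full blocker control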
ARFGAP1 inhibitor: inhibitors of rat ARFGAP1 GAP activity, primary screen, biochemical, fluorescence polarization, GDP tracer | ADP-ribosylation factor GTPase-activating protein 1 (Rattus norvegicus), Q62848 | Arfgap1-stimulated ARF1 GTP hydrolysis, GDP FP detection | inhibition, % at 16.5 µM | 0.26% of 360,000 active | AID 651572, 2012;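 active = inhibition above a per-plate limit, mean inhibition of low control wells plus 3 SD, cut at about 25% in these data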;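 also: 0% = DMSO wells with enzyme and 100% = wells lacking Arfgap1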
Target sequence (Q62848 1-136 limits assumed): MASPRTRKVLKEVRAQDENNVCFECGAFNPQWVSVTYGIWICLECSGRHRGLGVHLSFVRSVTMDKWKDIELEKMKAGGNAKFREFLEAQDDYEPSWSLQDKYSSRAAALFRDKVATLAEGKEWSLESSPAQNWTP
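System: truncated rat Arfgap1 GAP domain / Medium: HEPES-based buffer, pH 7.5 / Also added: N-terminally truncated human ARF1-GTP substrate / Incubation: enzyme reaction 120 min at 25 °C after 20 min preincubation / Measured by: FP of antibody-bound GDP Alexa 633 tracer, ex 620/em 688 nm / Replicates: singlicate, each compound tested once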
DDE Tn6 FP inh: inhibitors of Tn6 peptide binding to fibrin DD(E), primary screen, biochemical, fluorescence polarization, human fibrin, Tn6 probe. Fibrinogen beta chain (Homo sapiens), P02675. Fibrin DD(E) TRITC-Tn6 fluorescence polarization displacement. inhibition, % at 8.3 µM. 0.21% of 370,000 active. AID 720509, 2013;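 active = inhibition above a per-campaign cutoff: mean of compounds within control limits plus 3 SD, cut at about 15% in these data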;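 also: 0% = median of all compound wells on the plate and 100% = blocking peptide control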
MBD2 DNA inh: inhibitors of MBD2 binding to methylated DNA, primary screen, biochemical, TR-FRET, DNA-binding domain, human; MBD2 binding to methylated oligonucleotide; inhibition, % at 4.4 µM; Methyl-CpG-binding domain protein 2 (Homo sapiens), Q9UBB5; 0.31% of 370,000 active; AID 686964, 2013; in the data active = inhibition above about 13%
ASAP1 GAP inh: inhibitors of human ASAP1 ArfGAP activity, primary screen, biochemical, fluorescence polarization. ASAP1-stimulated ARF1 GTP hydrolysis, GDP FP detection. Arf-GAP with SH3 domain, ANK repeat and PH domain-containing protein 1 (Homo sapiens), …. 0.19% of 360,000 active. AID 624377, 2012. inhibition, % at 16.5 µM; in the data active = inhibition above about 25%;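 also: 0% = vehicle with enzyme and substrate and 100% = no enzyme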
Target sequence (Q9ULH1 325-724 limits assumed): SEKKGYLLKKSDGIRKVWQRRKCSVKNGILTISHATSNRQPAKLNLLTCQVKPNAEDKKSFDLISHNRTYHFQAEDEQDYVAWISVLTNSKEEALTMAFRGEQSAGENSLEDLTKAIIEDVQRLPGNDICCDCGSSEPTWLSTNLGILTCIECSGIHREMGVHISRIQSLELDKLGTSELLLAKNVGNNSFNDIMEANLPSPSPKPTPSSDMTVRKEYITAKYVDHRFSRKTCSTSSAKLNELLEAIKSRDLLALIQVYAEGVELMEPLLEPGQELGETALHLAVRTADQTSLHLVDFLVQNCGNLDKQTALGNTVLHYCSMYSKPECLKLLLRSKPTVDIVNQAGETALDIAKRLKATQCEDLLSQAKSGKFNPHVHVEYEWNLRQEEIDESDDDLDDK
KLK7 zymogen act: proKLK7 zymogen activators, primary screen, biochemical, fluorescence intensity; AID 652039, 2013; purified proKLK7, EDANS-DABCYL substrate fluorescence; 100% is mature enzyme control, 0% vehicle; activation, % at 7 µM; Kallikrein-7 (Homo sapiens), P49862; 0.9% of 370,000 active;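 active = activation above the mean of all tested compounds plus 3 SD, computed per campaign excluding outliers beyond control limits, cut at about 13% in these data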
* marks the source's active call; other numbers are inactive results; nt = no result given. Outcome played no part in choosing rows (roughly 4.1% active in at least one column).

SMILES	ADAM17 inh	Tn7 DDE FP	PLCg1 inh	UHRF1 binding	PLCb3 inh	ARFGAP1 inhibitor	DDE Tn6 FP inh	MBD2 DNA inh	ASAP1 GAP inh	KLK7 zymogen act
CC1CC(N(C(=O)C2CC2)c2ccccc2)c2ccccc2N1C(=O)C1CC1 (stereo not given)	-2	-3	-1	-3	6	6	-4	-4	-8	0.3
CCc1nc2nc(C)c(NS(=O)(=O)c3ccc(Cl)cc3)c(=O)n2[nH]1	-2	4	1	2	-6	-2	-7	7	1	0.4
COc1ccccc1CNC(=O)[C@@H](NC(=O)C1CCN(C(=O)[C@@H]2CCCN2C(=O)OC(C)(C)C)CC1)C(C)C	2	-2	5	-1	6	1	1	-10	12	-0.1
Cc1cccc2cc3c(N)c(C(=O)N4CCc5ccccc54)sc3nc12	-4	-9	-142	-2	-136	12	-4	0	-2	1.3
Cc1ccc(-c2c(C(=O)N/N=C/c3cccc(Cl)c3)nnn2-c2nonc2N)cc1	2	1	-2	-1	-8	1	-4	0	4	0.7
Cc1ccccc1-c1cnc(C(O)c2ccc(Cl)cc2)[nH]1 (stereo not given)	0	-4	-1	-1	2	2	-6	-6	2	0.9
Cc1ccc(C)c(S(=O)(=O)N2CCCC2CNC(=O)C(=O)NCc2ccccn2)c1 (stereo not given)	-5	2	1	-1	0	12	-4	-6	-2	0.2
COc1ccc(NC(=O)CN(C)S(=O)(=O)c2ccc(C)cc2)c([N+](=O)[O-])c1	1	-3	4	8	1	-4	3	0	8	-0.3
O=[N+]([O-])c1cc(S(=O)(=O)NCCN2CCOCC2)ccc1Cl	-1	-7	5	2	1	5	6	1	6	-0.3
O=C(NCc1ccc(Cl)cc1)c1nccnc1CO	0	4	3	-1	-7	2	-9	-1	-2	-0.6
c1ccc(-c2nc(NCC3CCCO3)c3ccccc3n2)nc1 (stereo not given)	-10	-6	-5	-1	-11	-22	-5	-1	3	0.3
COc1ccc(S(=O)(=O)N2CCCCCC2)cc1C(=O)OC(C)C(N)=O (stereo not given)	-3	1	7	3	-4	-5	0	1	-7	-0.2
CCn1c(=O)c2ccccc2n2c(SCC(=O)N3CCc4ccccc4C3)nnc12	-4	0	-1	0	0	15	-9	3	4	0.1
CC(C)(C)n1nnnc1C(c1cccnc1)N1CCN(c2ccccn2)CC1 (stereo not given)	1	8	0	-1	2	-11	-2	-3	-6	0.1
O=C(O)c1ccc(-c2nc3ccccc3[nH]2)cc1	-236	4	-81	4	-94	6	0	-2	-3	4.5
CC(=O)c1ccc(NC(=O)CCCN2C(=O)/C(=C/C(C)=C/c3ccccc3)SC2=S)cc1	-1	3	1	-2	4	-2	3	0	-1	0.1
O=C(/C=C(\Nc1cccc(C(F)(F)F)c1)c1ccccc1)c1ccccc1	0	-7	1	2	1	12	-2	1	6	0.7
Cc1nnc(SCC(=O)NNC(=O)c2ccccc2)n1N	-5	-1	1	-2	-1	-16	6	-5	2	-0.4
O=S(=O)(Nc1nnc(C2CC2)s1)c1ccccc1	0	-4	2	-3	-5	-5	-4	-2	1	-0.4
CC(Oc1ccc(Br)cc1)C(=O)O/N=C(\N)c1ccncc1 (stereo not given)	4	2	2	-1	-7	-2	-8	-7	1	0.0
COCCSc1nnc(NS(=O)(=O)c2ccccc2)s1	-3	-2	-1	0	-5	1	-6	-1	-15	-0.1
CC(C)CN(CC(C)C)C1=N/C(=C\c2ccco2)C(=O)N1c1ccccc1	-6	8	-8	-2	-17	-7	-2	-3	-9	0.7
C/C=C/c1ccccc1OCc1ccc(C(=O)O)o1	-5	-1	-4	-1	-4	-11	0	2	7	0.4
CCOC(=O)C1(C)CCCN(C(=O)c2ccc3c(c2)OCO3)C1 (stereo not given)	2	-7	5	2	4	6	3	-3	-13	0.5
COc1cccc(C(=O)N2CCC[C@@H]2C(=O)N2CCC[C@@H]2C(=O)NCc2ccccc2)c1	1	-3	0	2	-2	-7	0	1	-5	-0.1
COC(=O)CN(c1nc(C)c(Cl)c(OC)n1)S(=O)(=O)c1ccc(C)cc1	0	-1	1	-3	1	-16	-6	-2	14	0.3
COc1ccccc1CN(C)CC(=O)Nc1cccc(S(=O)(=O)N2CCCC2)c1	-1	-2	-1	0	2	-1	4	-3	3	0.3
COc1ccc(S(=O)(=O)N(C)C)cc1NC(=O)CSc1ncccn1	-2	1	0	-2	-1	1	-3	-2	2	-0.2
COC(=O)CN1C(=O)[C@H]2[C@@H](C3CC3)N3C(=O)CN(Cc4ccc(-c5ccccc5)cc4)C(=O)[C@@]3(Cc3ccccc3)[C@H]2C1=O	-3	1	-1	3	-3	-5	4	0	1	0.4
O=C(O)Cc1sc(Nc2ccc(Cl)cc2)nc1-c1cccs1	2	-10	-37	-4	-46	5	7	-2	-5	0.0

Entries of single compounds as entered above. Order of values: ADAM17 inh	Tn7 DDE FP	PLCg1 inh	UHRF1 binding	PLCb3 inh	ARFGAP1 inhibitor	DDE Tn6 FP inh	MBD2 DNA inh	ASAP1 GAP inh	KLK7 zymogen act
O=S(=O)(Nc1nnc(C2CC2)s1)c1ccccc1 is entered as 0	-4	2	-3	-5	-5	-4	-2	1	-0.4
COCCSc1nnc(NS(=O)(=O)c2ccccc2)s1 is entered as -3	-2	-1	0	-5	1	-6	-1	-15	-0.1
O=C(O)Cc1sc(Nc2ccc(Cl)cc2)nc1-c1cccs1 is entered as 2	-10	-37	-4	-46	5	7	-2	-5	0.0
Cc1nnc(SCC(=O)NNC(=O)c2ccccc2)n1N is entered as -5	-1	1	-2	-1	-16	6	-5	2	-0.4

Carrying on.
SMILES	ADAM17 inh	Tn7 DDE FP	PLCg1 inh	UHRF1 binding	PLCb3 inh	ARFGAP1 inhibitor	DDE Tn6 FP inh	MBD2 DNA inh	ASAP1 GAP inh	KLK7 zymogen act
NC(=O)C1CCN(c2nc3c(S(=O)(=O)c4ccccc4)nnn3c3ccccc23)CC1	13*	1	0	-1	-17	1	6	3	1	0.1
Cc1ccc(C(=O)OC(C)C(=O)NC2CCCCC2C)s1 (stereo not given)	-4	-7	2	0	-4	10	1	0	12	0.0
COc1ccc(C2CC(C)(c3ccc(OC)cc3OC)Nc3ccccc3N2)c(OC)c1 (stereo not given)	2	-8	4	2	-1	-2	-1	-6	6	0.0
CC1CCCCC12NC(=O)N(CC(=O)N(C)Cc1nc3ccccc3c(=O)[nH]1)C2=O (stereo not given)	-4	9	1	-1	-3	4	8	7	4	-0.7
c1ccc(OCc2nc3c4c(ncn3n2)-c2ccccc2CC42CCCC2)cc1	-2	-3	-1	3	-1	-3	10	4	6	0.2
Cc1ccc(S(=O)(=O)c2nc(S(=O)(=O)c3ccccc3)sc2N2CCN(C)CC2)cc1	2	6	3	-2	-2	-4	7	-5	-1	0.7
C[C@H](CO)N1C[C@H](C)[C@@H](CN(C)CC2CCOCC2)Oc2cc(C#Cc3ccccc3F)ccc2S1(=O)=O	4	-5	-5	-1	-6	-1	-2	-1	-2	0.0
O=C1Nc2ccccc2-n2nnnc2C1N1CCN(c2ccccn2)CC1 (stereo not given)	-2	9	-1	-3	2	2	5	-7	-10	0.5
O=S1(=O)CCO[C@H]2Cc3ccccc3[C@H]2N1Cc1cccc(F)c1	3	-7	2	2	2	11	4	0	-8	-0.2
CCO/C(C)=N/Oc1cccc(N(C)C)c1	-3	8	-13	29*	-13	6	19*	-4	-2	0.4
O=C(COC(=O)c1cccc(F)c1)NC1CC1	-3	-5	2	0	-4	6	1	1	16	-0.1
CCCNC(=O)N[C@H]1CC[C@@H](CCn2cc(-c3cccc(F)c3)nn2)O[C@@H]1CO	-2	-5	1	1	1	-10	1	2	1	0.1
CC1(Cc2ccc(Cl)cc2)C(=O)Nc2ccc(S(=O)(=O)NC3CCCCC3)cc21 (stereo not given)	2	1	5	-1	0	0	5	0	15	-0.1
CC1=C(C)CC(C(=O)NNC(=O)c2cccc(Cl)c2)C(C(=O)O)C1 (stereo not given)	-4	8	1	1	0	8	0	-3	-5	-0.1
COc1ccc(NC(=O)COc2ccc(C)c(C)c2)cc1S(=O)(=O)N1CCCCC1	2	-1	-3	-3	-9	2	5	1	0	0.5
CCNC(=O)CC(=O)Nc1ccccc1C(=O)O	-2	-7	1	2	1	3	-7	-6	7	-0.1
CCn1nc(C(C)C(=O)O)c2ccccc2c1=O (stereo not given)	-3	-1	1	9	-2	-7	2	-1	-10	0.1
c1ccc(-c2noc(-c3cccnc3)n2)cc1	-3	3	0	-1	4	3	1	2	-19	-0.1
O=C(COc1ccccc1)NCCc1nc2ccccc2[nH]1	-5	0	0	0	-1	2	1	8	-6	-0.1
O=C(O)c1ccc2c(=O)n3c(nc2c1)/C(=C/c1ccc(C(F)(F)F)cc1)CC3	-34	2	-105	-1	-138	7	-1	2	10	3.9
CCOc1ccc(N=C(C)c2ccccc2O)cc1	-1	6	5	-1	0	6	2	0	-5	-0.5
CCCCN(Cc1cc2cc(C)ccc2[nH]c1=O)C(=O)c1ccccn1	-32	1	-2	6	-12	7	0	7	6	-0.2
CN1C(=O)CC(C(=O)Nc2ccccc2F)SC1=Nc1ccc2c(c1)OCO2 (stereo not given)	-1	-4	1	0	-3	-4	5	1	3	0.2
COc1ccc(NC(=O)C2CCC(CNS(=O)(=O)c3cccs3)CC2)cc1OC (stereo not given)	1	-1	1	0	2	-8	0	4	5	-0.1
O=C1c2ccccc2-c2ccc(P(=O)(O)O)cc21	0	0	0	4	-2	nt	2	-2	nt	nt
Cc1ccc(S(=O)(=O)NCC2CCC(C(=O)NCCCN3CCOCC3)CC2)cc1 (stereo not given)	-1	-3	-1	19	4	-1	3	4	-3	0.5
CCc1nc(SCC(=O)Nc2cccc3ccccc23)[nH]c(=O)c1C	-3	-6	0	-1	-2	8	-7	0	6	0.2
CCc1ccc(Oc2ncnc(N)c2[N+](=O)[O-])cc1	2	-4	1	-2	-1	10	3	-4	-2	-0.6
CCC(C)NC(=O)CO/N=C/c1ccc(C(=O)OC)cc1 (stereo not given)	4	-1	2	-2	1	8	-1	-2	12	-0.5
